LmPK inhibitor: blocks Leishmania mexicana pyruvate kinase activity; purified LmPK, Kinase-Glo ATP luminescence, 1 h; Potency, µM (series often up to 57.5 µM), inactives show at the highest dose activity change, negative = inhibition, hits mostly inhibitors; hit rate 0.37% among 290,000; AID 1721; also: potency is read from the fitted curve at half-maximal effect
Target sequence (Q27686 whole entry, looked up): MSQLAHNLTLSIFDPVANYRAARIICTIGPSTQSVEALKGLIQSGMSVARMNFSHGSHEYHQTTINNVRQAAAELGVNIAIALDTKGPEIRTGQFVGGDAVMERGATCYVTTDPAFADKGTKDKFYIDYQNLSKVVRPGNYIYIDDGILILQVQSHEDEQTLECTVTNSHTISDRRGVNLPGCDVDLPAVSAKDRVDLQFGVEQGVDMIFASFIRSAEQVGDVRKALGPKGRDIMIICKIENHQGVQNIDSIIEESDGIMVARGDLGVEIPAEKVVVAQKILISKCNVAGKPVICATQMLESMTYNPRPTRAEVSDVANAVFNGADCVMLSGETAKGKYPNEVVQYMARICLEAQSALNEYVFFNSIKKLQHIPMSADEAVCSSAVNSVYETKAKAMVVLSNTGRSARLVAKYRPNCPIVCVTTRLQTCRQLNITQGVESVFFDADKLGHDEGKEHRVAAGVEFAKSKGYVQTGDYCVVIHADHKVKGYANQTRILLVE
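Purified LmPK (0.1 nM) converted ADP (0.1 mM) to ATP with PEP (0.5 mM) in imidazole buffer pH 7.2 with KCl and MgCl2, 1 h at room temperature. ATP was read by Kinase-Glo luminescence; data normalized to uninhibited and no-enzyme controls.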
AmpC inh no detg: AmpC beta-lactamase inhibition without detergent; P00811; AmpC nitrocefin hydrolysis, absorbance 480 nm, 0.0001% Triton; Potency, µM (top dose mostly 57.1 µM), without a hit: at the highest dose activity change, negative = inhibition, hits mostly inhibitors; hit rate 0.52% among 330,000; AID 485341;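 also: potency is read from the fitted curve at half-maximal effect; plate controls were no compound for no effect and no enzyme for full effect; nearly all actives have a fitted effect of over 20% in size; some results filed as inactive show a strong effect at the top dose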
Target sequence (P00811 whole entry, looked up): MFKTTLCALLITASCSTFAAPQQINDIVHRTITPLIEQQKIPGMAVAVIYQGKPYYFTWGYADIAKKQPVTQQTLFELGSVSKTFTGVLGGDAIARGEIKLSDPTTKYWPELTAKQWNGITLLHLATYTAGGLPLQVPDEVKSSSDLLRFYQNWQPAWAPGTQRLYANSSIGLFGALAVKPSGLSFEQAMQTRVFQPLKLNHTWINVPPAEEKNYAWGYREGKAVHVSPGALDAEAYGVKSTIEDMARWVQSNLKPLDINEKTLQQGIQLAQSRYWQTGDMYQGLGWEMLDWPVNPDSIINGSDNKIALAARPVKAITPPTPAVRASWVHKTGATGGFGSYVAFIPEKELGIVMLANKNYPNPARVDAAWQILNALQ
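20 mM phosphate pH 7.0 + 0.01% (detergent screen) or 0.0001% Triton X-100; 5.3 nM AmpC reagent; cpd preinc 15 min RT; nitrocefin (800 uM stock) to start; A480 q20 s × 4 min; Activity was normalised to no-enzyme and no-compound control wells.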
Tb PYK inh: inhibitors of Trypanosoma brucei pyruvate kinase; Q57TT1; TbPYK enzyme, Kinase-Glo Plus ATP luminescence, 45 min; Potency, µM (top dose mostly 76.8 µM), inactives show top-dose activity, negative = inhibition, most hits filed as inhibitors; hit rate 0.12% among 410,000; AID 624173; also: potency is read from the fitted curve at half-maximal effect; nearly all actives have a fitted effect of over 50% in size
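Glycolytic pyruvate kinase of T. brucei was incubated with substrate, test compound and 130 uM ADP for 45 minutes at room temperature. Luminescent Kinase-Glo Plus signal was measured after 10 minutes.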
AmpC inh detg: blocks E. coli AmpC beta-lactamase in detergent assay | AmpC hydrolysis of nitrocefin, absorbance 480 nm, 0.01% Triton | Potency, µM (titrated, usually from 114 µM), inactives show top-dose activity change, negative = inhibition, most hits filed as inhibitors | hit rate 0.041% among 370,000 | AID 485294 | P00811;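 also: potency is read from the fitted curve at half-maximal effect; 0% = no-compound wells and -100% = no-enzyme wells; nearly all actives have a fitted effect of over 25% in size; some results filed as inactive show a strong effect at the top dose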
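20 mM phosphate pH 7.0 + 0.01% (detergent screen) or 0.0001% Triton X-100; 5.3 nM AmpC reagent; cpd preinc 15 min RT; nitrocefin (800 uM stock) to start; A480 q20 s × 4 min; Activity was normalised to no-enzyme and no-compound control wells.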
HCMV antiviral: inhibitors of human cytomegalovirus | HFF cells, HCMV-luciferase reporter, 72 h; active compounds read low | activity change, negative = inhibition, % at 57.5 µM | AID 1259415 | hit rate 4.5% among 410,000; in the data active = activity change below about -60%; inconclusive = no clear call, values can overlap the other calls; inactive = above about -39%
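Human foreskin fibroblasts infected with luciferase-reporter HCMV at MOI 1 PFU/cell, compounds at two doses. Luciferase measured 72 h post infection; normalized to buffer-only basal and Salinomycin (10uM) controls.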
HCV inh: inhibitors of hepatitis C virus infection | Huh7.5.1 HCVcc-Cre infection, luciferase reporter, 44 h | Potency, µM (series often up to 41.8 µM), inactives show top-dose activity change, negative = inhibition, most hits filed as inhibitors | hit rate 3.4% among 340,000; also: potency is read from the fitted curve at half-maximal effect
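Antiviral activity was scored by luciferase reporter output from cells infected with HCVcc-Cre (~0.5 moi) in presence of compound, 44 h infection period, cells seeded 1,000/well 4 h prior.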
AMA1 RON2 block: disrupts binding of P. falciparum AMA1 to RON2. AlphaScreen AMA1-biotinylated RON2 peptide binding. Potency, µM (series often up to 58.2 µM), inactives show at the highest dose activity change, negative = inhibition, usual class: inhibitors. hit rate 0.2% among 360,000. AID 720542;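 also: potency is read from the fitted curve at half-maximal effect; 0% = vehicle wells and -100% = peptide control; nearly all actives have a fitted effect of over 45% in size; some results filed as inactive show a strong effect at the top dose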
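AMA1 (3D7) with his tag at 25 nM final met compounds first, then biotinylated RON2 peptide at 25 nM; detection used donor plus acceptor beads, 10 µg/mL apiece, read by AlphaScreen after 30 min at room temperature.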
Active calls of the source: *; ? = inconclusive; nt = not tested or not shown; & = joins results of further samples; [ ] = dose if it differs, or a comment. Unless noted, calls follow the shape of the dose curve; as a rule, active = well fitted curve in the direction sought with a large enough effect; inconclusive = small, poorly fitted or top-dose-only effect, or another doubt; inactive = no such curve, though single readings can be large; an effect the other way counts as inactive or inconclusive. Unless noted, % is scaled to controls: 0 for no effect and ±100 for the full control effect.

SMILES | LmPK inhibitor | AmpC inh no detg | Tb PYK inh | AmpC inh detg | HCMV antiviral | HCV inh | AMA1 RON2 block
O=C(Nc1ccc(N2CCOCC2)c(Cl)c1)c1ccc([N+](=O)[O-])o1 | -8% | -9% | -6% | -1% | -102* | 11µM* | -9%
CC12CC3(C)CC(C)(C1)CC(C(=O)NC(=S)NC(C)(C)C)(C2)C3 | 0% | 14% | 2% | -1% | -26 | 15% | 5%
O=C(O)CCCn1nc(-c2ccccc2)c2ccccc21 | 1% | ? | 0% | ? | 0 | 1% | -3%
Cc1sc2cc3c(c(C(=O)c4ccccc4)[n+]2c1C)-c1cccc2cccc-3c12 | -1% | 81%[activator] | 2% | -9% | -100* | 10µM* | -29%
COC(=O)c1ccccc1NC(=O)CSc1nc(O)c(-c2ccccc2)c(=O)[nH]1 | 4% | -29% | -8% | -1% | -21 | -3% | -12%
O=C(Nc1ccc2[nH]c(=O)[nH]c2c1)c1ccc(Cl)c(Cl)c1 | 2% | -13% | 5% | -15% | -9 | 4% | 12%
N#C/C(=C(/O)c1ccc(S(=O)(=O)N(CCCl)CCCl)cc1)c1nc2ccccc2[nH]1 | 6% | -16% | -10% | ? | -20 | 7% | 59%[activator]
COc1ccccc1NS(=O)(=O)c1ccc(C(=O)NCC(c2cccs2)N2CCOCC2)cc1 (stereo not drawn) | nt | 109%[activator] | 3% | nt | 17 | -12% | 9%
CC(C)NC(=O)NC(=O)COC(=O)c1ccc(S(=O)(=O)NCc2ccco2)cc1 | nt | -24% | -5% | 5% | -8 | 5% | -2%
CS(=O)(=O)C1=NSC2=NC(=O)/C(=C\c3ccc(OC(=O)c4ccco4)c(Br)c3)C(=N)N21 | ? | -28% | -17% | 2% | 13 | 9% | 1%
Cc1ccc(C(=O)N/N=C\c2sccc2C)cn1 | 0% | -35% | 0% | 2% | 28 | 25% | 26%
C/C(CC(C)(C)C1CCCCC1)=N\NC(N)=S | 1% | -30% | 3% | ? | -88* | 2.8µM* | -1%
COc1ccc(S(=O)(=O)CC2(O)CCN(C(=O)CC(C)C)CC2)cc1 | -2% | 6% | 2% | -12% | ? | 7% | -1%
CC(C)N(Cc1nc(-c2ccccc2)no1)C(=O)CN(C)S(=O)(=O)c1ccccc1 | 6% | 180%[activator] | -9% | ? | -22 | 10% | -8%
Cc1ccc(NC(=O)CCS(=O)(=O)c2ccc(Br)s2)cc1 | 8% | -22% | -13% | -4% | 0 | -22% | -9%
Cn1c(O)c(C(C#N)=C2N=c3ccccc3=N2)c2ccccc21 | -13% | -16% | -14% | -3% | 45 | 7% | 0%
CC(OC(=O)c1ccc(Br)o1)C(=O)Nc1ccc2c(c1)OCCO2 (stereo not drawn) | nt | -19% | -9% | 6% | -6 | -10% | 9%
COc1ccc(CCNC2CCCCC2)cc1 | -1% | -8%[11.4 µM] | 4% | ? | -12 | 1% | 7%
Cc1ccc(C2=NOC(C)(c3nnc(Cc4ccccc4)o3)C2)cc1 (stereo not drawn) | nt | nt | 1% | nt | 25 | 12% | 14%
O=C(CCn1nc(-c2ccccc2)ccc1=O)N1CCCC1 | -3% | -16% | 1% | ? | -30 | 12% | -2%
COC(=O)c1ccc(NC(=O)CNS(=O)(=O)c2cccs2)cc1 | 0% | -11% | -10% | ? | -13 | 5% | -7%
COc1cc(/C=N/NC(=O)CCN2CCN(C(c3ccccc3)c3ccccc3)CC2)ccc1O | 5% | -4% | -2% | -2% | 2 | 4.5µM* | 3%
COc1cc(OC)cc(-c2noc(-c3csc([C@@H]4O[C@H](CO)[C@H](O)[C@H](O)[C@H]4O)n3)n2)c1 | nt | nt | -2% | nt | -24 | nt | -19%
N#C/C(=C\N1CCN(Cc2ccc3c(c2)OCO3)CC1)c1nc2ccccc2s1 | -2% | -1% | 0% | -11% | -18 | 14µM* | -26%
O=C1CCc2cc(NS(=O)(=O)c3ccc(F)cc3)cc3c2N1CCC3 | nt | -54% | 1% | -11% | -11 | -18% | 11%
COc1cc(C(=O)Nc2ccncc2)c([N+](=O)[O-])cc1OC | -5% | 0% | 1% | -6% | 9 | -8% | -6%
CC(=O)N/N=C\c1ccccc1OC/C=C/c1ccccc1 | 7% | -26% | -11% | 8% | ? | nt | 14%
CCOc1cc(Br)c(CC(=O)O)cc1OCC | -3% | -21% | 4% | -2% | 3 | 0% | 13%
CCN1C(=O)[C@H]2[C@@H](c3ccc(-c4ccc(C(C)=O)cc4)cc3)N[C@@](Cc3ccccc3)(C(=O)OC)[C@H]2C1=O | nt | 122%[activator] | 9% | ? | 11 | ? | 10%
COc1ccc(N2CCN(C(=O)c3cc(=O)[nH]c4ccccc34)CC2)cc1 | -6% | -22% | 1% | -1% | ? | 4% | 13%
S=C(NCc1ccco1)Nc1cc(Cl)c(Cl)cc1Cl | 2% | -32% | -5% | ? | ? | 25µM* | 24%
Cc1cc2cc(CNC(=O)Cc3cccs3)ccc2n1C | -5% | -34% | -15% | 2% | nt | -27% | 4%
Cc1ccc(S(=O)(=O)N2CCOCC2)cc1NC(=O)CSc1nnnn1C1CC1 | nt | nt | 7% | nt | 17 | nt | -8%
O=C(NN1C(=O)C2C3CCC(O3)C2C1=O)c1ccc(Br)o1 (stereo not drawn) | 0% | -22% | -1% | -16% | -6 | 29% | -1%
CC1=NNC(=O)/C1=C\c1cn(-c2ccccc2)nc1-c1ccccc1 | -2% | 30% | -11% | -7% | -100* | 11µM* | -4%
CCSc1nnc(-c2ccncc2)o1 | -7% | -8% | -7% | ? | -1 | 23% | -1%
O=C(NC(=S)NNC(=O)c1ccccc1O)c1cccs1 | -2% | -19% | -12% | -2% | ? | 8.9µM* | 46%[activator]
Cc1cc(/C=C2\C(=O)NC(=O)N(Cc3ccccc3)C2=O)c(C)n1C1CC1 | 1% | -38% | 6% | -6% | 7 | 10% | -10%
Cc1ccc(NC(=O)C2CCN(S(=O)(=O)c3cccs3)CC2)cc1 | 0% | -17% | 3%&0% | 0%&2% | -28&-33 | 2% | 10%
CN(C(=O)COC(=O)c1ccc(Cl)c(S(=O)(=O)N2CCCCCC2)c1)C1CCS(=O)(=O)C1 (stereo not drawn) | nt | 114%[activator] | 7% | nt | -18 | ? | -1%
O=C(C(Cl)c1ccccc1)N1CCOCC1 (stereo not drawn) | 6% | 1% | 1% | 0% | 96 | ? | 5%
CC1(C)Cc2c(sc(NC(=O)COc3ccccc3)c2C#N)C(C)(C)N1 | 7% | -6% | -1% | 2% | 14 | 13µM* | 21%
COc1cc(OC)c(NC(=O)c2c3c(nc4ccccc24)C(=O)N(C2CCCCC2)C3)cc1Cl | nt | nt | -7% | -3% | 12 | nt | nt
CCOC(=O)C1=C(C)NC2=C(C(=O)c3ccccc32)C1c1ccc([N+](=O)[O-])o1 (stereo not drawn) | -5% | -34% | -4% | -2% | 28 | -12% | ?
O=C(NCc1cccc(F)c1)c1ccc(CS(=O)c2ccccc2Cl)o1 (stereo not drawn) | nt | nt | -12% | 17% | -9 | nt | nt
CCOC(=O)c1c(C)[nH]c(C)c1S(=O)(=O)N1CCCC(C(=O)Nc2cc(C)ccc2C)C1 (stereo not drawn) | nt | nt | -1% | 0% | -2 | nt | nt
CCn1c(SCC(=O)c2ccccc2)nnc1-c1cccnc1 | -2% | 4% | 4% | 3% | -10 | 11% | -1%
CC(C)c1ccc(N2C(=O)NC(=O)/C(=C\c3cnc(-c4ccccc4)nc3)C2=O)cc1 | 5% | -30% | -8% | 5% | -88* | 10% | -16%
Cc1ccc(Nc2sc(C(=O)c3ccccc3)c(N)c2C(=O)NC(C)C)cc1 | nt | nt | -23% | 8% | 8 | nt | nt
CCOC(=O)/C=C/C(=O)Nc1ccc(S(=O)(=O)Nc2cc(C)on2)cc1 | -2% | -17% | 1% | 2% | 32 | 5% | 8%
O=C(CCN1CCOCC1)c1ccc2c(c1)OCCO2 | 0% | -13% | 6% | ? | -26 | 11µM* | 1%
Cc1cccc(NC(=O)CSc2nc(=O)n(Cc3cccnc3)c3c2CCC3)c1 | nt | nt | 1% | -7% | -11 | nt | nt
O=c1[nH]c2cc3c(cc2cc1CN(Cc1cccnc1)C(=S)NCc1ccco1)OCO3 | 11% | -9% | -1% | -4% | 0 | -25% | 5%
C/C(=N\NC(=O)c1cccc(Br)c1)c1cccnc1 | 3% | -32% | -2% | 3% | 20 | 4% | 35%[activator]
CC1CCCCC12NC(=O)N(CC(=O)NCCc1c[nH]c3ccccc13)C2=O (stereo not drawn) | nt | -1% | -9% | -5% | 2 | 17% | -9%

Filtered by structure: the compounds so far containing an aryl methoxy group.
SMILES | LmPK inhibitor | AmpC inh no detg | Tb PYK inh | AmpC inh detg | HCMV antiviral | HCV inh | AMA1 RON2 block
COc1ccccc1NS(=O)(=O)c1ccc(C(=O)NCC(c2cccs2)N2CCOCC2)cc1 (stereo not drawn) | nt | 109%[activator] | 3% | nt | 17 | -12% | 9%
COc1ccc(S(=O)(=O)CC2(O)CCN(C(=O)CC(C)C)CC2)cc1 | -2% | 6% | 2% | -12% | ? | 7% | -1%
COc1ccc(CCNC2CCCCC2)cc1 | -1% | -8%[11.4 µM] | 4% | ? | -12 | 1% | 7%
COc1cc(/C=N/NC(=O)CCN2CCN(C(c3ccccc3)c3ccccc3)CC2)ccc1O | 5% | -4% | -2% | -2% | 2 | 4.5µM* | 3%
COc1cc(OC)cc(-c2noc(-c3csc([C@@H]4O[C@H](CO)[C@H](O)[C@H](O)[C@H]4O)n3)n2)c1 | nt | nt | -2% | nt | -24 | nt | -19%
COc1cc(C(=O)Nc2ccncc2)c([N+](=O)[O-])cc1OC | -5% | 0% | 1% | -6% | 9 | -8% | -6%
COc1ccc(N2CCN(C(=O)c3cc(=O)[nH]c4ccccc34)CC2)cc1 | -6% | -22% | 1% | -1% | ? | 4% | 13%
COc1cc(OC)c(NC(=O)c2c3c(nc4ccccc24)C(=O)N(C2CCCCC2)C3)cc1Cl | nt | nt | -7% | -3% | 12 | nt | nt
